TRb SRC2 PPI – disrupts binding of human TR beta to SRC2. P10828. TRbeta-SRC2 peptide binding, fluorescence polarization; receptor liganded with 1 µM T3. Potency, µM (doses to about 106 µM), for the others: at the highest dose activity change, negative = inhibition, actives largely listed as inhibitors. 280,000 tested, 0.065% active;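 further: plate controls were bound peptide for no effect and peptide without receptor for full effect; nearly all actives have a fitted effect of over 50% in size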
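A fluorescence polarization screen tested compounds at multiple concentrations against complex formation between 0.6 uM TRb ligand-binding domain and 20 nM Texas Red SRC2 peptide, with 1 uM T3 present; readout after 5 hr.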
Lamin A splicing – modulators of lamin A splicing; HeLa LMNA splicing GFP/RFP minigene ratio, 48 h; Potency, µM (titrated, usually from 46.1 µM), inactives show top-dose ratio change, negative = inhibition, actives largely listed as inhibitors; 200,000 tested, 0.01% active; AID 1487; active means well fitted inhibition curve with a large enough effect in the signal ratio, with a control signal flat, not every such curve was filed as active; inconclusive means small, poorly fitted or top-dose-only effect, or effect the other way, or a change in a side signal; the % refers to the signal ratio; further: on the % scale 0 is the no-effect control and ±100 the full control effect
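S3 HeLa stable clones carrying a lamin A-EGFP splicing minigene plus DsRed2 were seeded at 600 cells/well in Opti-MEM with 2% FBS, pin-dosed and incubated 48 h at 37°C. Acumen cytometry (488 nm) gave the GFP/RFP total-intensity ratio.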
ALDH1A1 inh – blocks purified human ALDH1A1 activity; Purified ALDH1A1, NADH fluorescence, propionaldehyde substrate; P00352; AID 1030; 220,000 tested, 7.3% active; Potency, µM (titrated, usually from 75.3 µM), without a hit: at the top dose activity, negative = inhibition, most hits filed as inhibitors; active means well fitted inhibition curve with a large enough effect, not every such curve was filed as active; inconclusive means small, poorly fitted or top-dose-only effect, or another doubt; inactive means no such curve, though single readings can be large or run the other way;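 further: plate controls were no enzyme wells and a reference inhibitor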
Target sequence (P00352 whole entry, looked up): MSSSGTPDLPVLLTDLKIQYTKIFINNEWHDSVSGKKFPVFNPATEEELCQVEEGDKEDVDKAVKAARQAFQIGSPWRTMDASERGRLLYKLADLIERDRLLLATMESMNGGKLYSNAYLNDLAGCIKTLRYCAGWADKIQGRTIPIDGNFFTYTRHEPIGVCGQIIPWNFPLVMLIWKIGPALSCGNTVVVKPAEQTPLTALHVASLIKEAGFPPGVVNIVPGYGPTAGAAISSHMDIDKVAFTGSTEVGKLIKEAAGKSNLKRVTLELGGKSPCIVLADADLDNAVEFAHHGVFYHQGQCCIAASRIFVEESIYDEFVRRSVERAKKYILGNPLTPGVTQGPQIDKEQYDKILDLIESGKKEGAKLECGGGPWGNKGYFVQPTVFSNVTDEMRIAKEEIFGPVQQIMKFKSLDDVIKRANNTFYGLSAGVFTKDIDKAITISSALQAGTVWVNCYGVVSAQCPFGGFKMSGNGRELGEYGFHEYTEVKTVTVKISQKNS
KDM4E inh – JMJD2E (human) inhibition; Potency, µM (highest dose often 57.1 µM), inactives show at the top dose activity change, negative = inhibition, hits mostly inhibitors; JMJD2E catalytic domain, FDH-coupled NADH fluorescence (FDH is formaldehyde dehydrogenase); B2RXH2; 230,000 tested, 1.6% active; active means well fitted inhibition curve with a large enough effect, not every such curve was filed as active; inconclusive means small, poorly fitted or top-dose-only effect, or another doubt; inactive means no such curve, though single readings can be large or run the other way;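 further: 0% = wells with enzyme and -100% = buffer wells without enzyme; nearly all actives have a fitted effect of over 50% in size; many of its hits are not listed in these tables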
GoLoco inh red – RGS12 GoLoco-Gai1 interaction inhibition; P63096; 230,000 tested, 0.44% active; AID 880; Gai1:RGS12 GoLoco peptide FP, rhodamine, 10 min; Potency, µM (series often up to 61.6 µM), for the others: at the highest dose activity, negative = inhibition, hits mostly inhibitors; active means well fitted inhibition curve with a large enough effect, not every such curve was filed as active; inactive means no such curve, though single readings can be large or run the other way; further: on the % scale 0 is the no-effect control and ±100 the full control effect; nearly all actives have a fitted effect of over 30% in size; many of its hits are not listed in these tables
Target sequence (P63096 whole entry, looked up): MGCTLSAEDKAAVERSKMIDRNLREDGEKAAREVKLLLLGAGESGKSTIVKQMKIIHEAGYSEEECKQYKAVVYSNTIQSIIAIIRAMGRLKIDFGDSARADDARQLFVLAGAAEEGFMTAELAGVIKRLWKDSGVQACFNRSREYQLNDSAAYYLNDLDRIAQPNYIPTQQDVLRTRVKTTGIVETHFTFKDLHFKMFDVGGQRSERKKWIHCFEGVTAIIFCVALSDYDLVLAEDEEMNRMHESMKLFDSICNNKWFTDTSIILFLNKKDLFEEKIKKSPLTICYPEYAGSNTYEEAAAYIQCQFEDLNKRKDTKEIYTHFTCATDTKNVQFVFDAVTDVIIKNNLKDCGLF
SMN2 splice up – enhancers of SMN2 splice variant expression. HEK293 SMN2-luciferase splicing reporter, luminescence, 30-36 h. Potency, µM (doses to about 46.1 µM), without a hit: top-dose activity change, positive = activation, most hits filed as activators. AID 1458. 210,000 tested, 2.8% active; further: % of control where 0% means no effect; nearly all actives have a fitted effect of over 55% in size
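HEK293 cells carry an SMN2 minigene-luciferase reporter in which exon 7 inclusion puts luciferase in frame. Cells were seeded at 2000 cells/well, attached for 10-12 hours, then exposed to compounds for 30-36 hours at 37C before ONE-Glo luminescence.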
RECQ1 inh – blocks DNA unwinding by human RECQ1. P46063. RECQ1 DNA unwinding, red fluorescence kinetic read. Potency, µM (highest dose often 57.3 µM), for the others: at the top dose activity, negative = inhibition, actives largely listed as inhibitors. 240,000 tested, 0.54% active. AID 2549;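 further: plate controls were vehicle for no effect and no enzyme for full effect; nearly all actives have a fitted effect of over 30% in size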
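RECQ1T1 50 nM; forked duplex (20 bp + 30-nt ss tails) 200 nM, ATP 2 mM final; pH 8.0, 2 mM MgCl2, 2.5 ug/ml poly(dI-dC); 15 min compound preincubation; discontinuous kinetic read over 2 h at RT.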
TexasRed fluor – Texas Red fluorescence interference in TRb-SRC2 counter-screen | Potency, µM (series often up to 106 µM), for inactives: at the highest dose fluorescence change, negative = quenching | 280,000 tested, 0.29% active | TRb/SRC2 Texas Red total fluorescence interference; active means well fitted curve in either direction with a large enough effect; inconclusive means small, poorly fitted or top-dose-only effect; further: on the % scale 0 is the no-effect control and ±100 the full control effect
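Human TRb ligand-binding domain at 0.6 uM with 20 nM Texas Red SRC2 peptide in Tris buffer containing 1 uM T3 and 5% DMSO, incubated with compound 5 h at ambient temperature. Total fluorescence (555/632 nm) calculated as parallel + 2 × perpendicular.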
* = called active by the depositor; i = inactive; ? = inconclusive; . = not tested or not shown; [ ] = dose if it differs, or a comment. Unless noted, the call rests on the fitted dose curve; in most records, active means well fitted curve in the direction sought with a large enough effect; inconclusive means small, poorly fitted or top-dose-only effect, or another doubt; inactive means no such curve, though single readings can be large; an effect the other way counts as inactive or inconclusive. Potency means the concentration at half of the fitted maximal effect.

1	Cc1ccc(SCc2nc(-c3ccncc3)no2)cc1
2	CCN1C(C)=C(C(=O)OC)C(c2ccccc2)N2C(=O)[C@@]3(C(=O)OC)O[C@@]12C1C(=O)N(c2ccccc2)C(=O)C13 (stereo partly drawn)
3	C=CCN1CC(O)=C(c2nc3ccccc3[nH]2)C1=N
4	COc1cccc(C(=O)N2CCOCC2)c1OC
5	CCNc1ccc(P(=O)(c2ccccc2)c2ccccc2)cc1
6	Cc1cc(C)c(NC(=S)N(C)C)c(C)c1
7	CCOCCCNC(=O)C1c2ccccc2C(=O)N2CCc3ccccc3C12 (stereo not drawn)
8	CCOCCCNC(=O)C(c1ccc(C)cc1)N(Cc1cccs1)C(=O)CNC(C)=O (stereo not drawn)
Assay by compound	1	2	3	4	5	6	7	8
TRb SRC2 PPI	3%	0%[11.2 µM]	-13%	8%[53 µM]	-5%	-5%	6%	5%
Lamin A splicing	-13%	.	.	.	?	.	?	-3%
ALDH1A1 inh	1%	8%[13.5 µM]	3%	1%	4%	.	1%	-3%
KDM4E inh	4%	.	2%	0%	5%	3%	-10%	2%
GoLoco inh red	6%	.	-3%	13%	8%	5%	-2%	10%
SMN2 splice up	-14%	.	15%	.	5%	.	5%	-4%
RECQ1 inh	-1%	i[11.5 µM]	19%	i	-7%	i	3%	-4%
TexasRed fluor	1%	-3%[11.2 µM]	-11%	-2%[53 µM]	-1%	-2%	7%	6%

9	CCSc1nnc(NC(=O)C(CC)(C(F)(F)F)C(F)(F)F)s1
10	CCOc1c(OC)cccc1C1CC(=O)Nc2cc3c(cc21)OCCO3 (stereo not drawn)
11	CC1=NN(c2ccccc2)C(=O)/C1=C\c1cn(CCC#N)nc1-c1ccc(Cl)cc1
12	COc1ccc(CN(Cc2ccncc2)C(=O)CCC(=O)O)cc1
13	O=C1CCCN1CN(C(=O)c1ccc2c(c1)OCO2)c1ccc(F)cc1
14	CC1(C)NC(=O)N(CCSc2ccc(Cl)cc2)C1=O
15	COc1ccc(NC(=O)C(Sc2nnc(-c3ccncc3)n2-c2ccccc2C)c2ccccc2)cc1Cl (stereo not drawn)
16	Cc1ccc(OCc2n[nH]c(=S)n2-c2ccccc2)cc1C
Assay by compound	9	10	11	12	13	14	15	16
TRb SRC2 PPI	1%	3%	20%	1%	-20%[53 µM]	-20%	5%	0%
Lamin A splicing	-14%	-25%	-17%	-1%	7%[0.0737 µM]	4%	-4%	4%[46 µM]
ALDH1A1 inh	7%	8%	-5%	9%	-9%	?	-11%	-8%
KDM4E inh	-6%	-5%	?	3%	18%	8%	-1%	-11%
GoLoco inh red	17%	-1%	0%	-7%	-19%	-18%	11%	15%
SMN2 splice up	-71%[inhibitor]	-6%	10%	1%	-9%	-10%	13%	.
RECQ1 inh	-3%	-1%	2%	-10%	-10%	i	-18%	?
TexasRed fluor	1%	0%	-2%	-8%	1%[53 µM]	1%	-3%	-2%

17	CCOc1cccc(Oc2ncccc2C(=O)/C(C#N)=C/N(C)C)c1
18	c1cncc(CNc2ncncc2-c2ccc3c(c2)OCO3)c1
19	COc1ccc(Cc2nnn(CC(=O)O)n2)cc1
20	CC(=O)Oc1ccc2c(=O)c(-c3nc4ccccc4s3)coc2c1
21	O=C(/C=C(/c1ccc(Cl)cc1)n1cncn1)c1ccccc1
22	Cc1ccc(C)c(Cn2c(C(C)O)nc3ccccc32)c1 (stereo not drawn)
23	c1ccc2c(-c3[nH]ncc3CNCCCn3ncc4ccccc43)cccc2c1
24	Cc1cccc(NC(=O)Cn2c(O)c(N=NC(N)=S)c3ccccc32)c1
Assay by compound	17	18	19	20	21	22	23	24
TRb SRC2 PPI	2%	1%	-22%	-4%	5%	-4%	6%	-2%
Lamin A splicing	6%	5%	0%	-4%[9.22 µM]	?	-1%	.	.
ALDH1A1 inh	-3%	?	9%	-10%	8%	7%	?	.
KDM4E inh	5%	?	5%	-26%	-4%	9%	-3%	-2%
GoLoco inh red	-19%	-7%	10%	5%	4%	2%	18%	2%
SMN2 splice up	-7%	-6%	3%	13µM*	-100%[inhibitor]	-11%	.	.
RECQ1 inh	-14%	-2%	-8%	-1%	-1%	i	i	i
TexasRed fluor	-2%	-5%	1%	-2%	-1%	-5%	-6%	1%

Overlap with the part before: four compounds, then new ones.
21	O=C(/C=C(/c1ccc(Cl)cc1)n1cncn1)c1ccccc1
22	Cc1ccc(C)c(Cn2c(C(C)O)nc3ccccc32)c1 (stereo not drawn)
23	c1ccc2c(-c3[nH]ncc3CNCCCn3ncc4ccccc43)cccc2c1
24	Cc1cccc(NC(=O)Cn2c(O)c(N=NC(N)=S)c3ccccc32)c1
25	CCc1nc2c(c(=O)[nH]1)C1(CCCC1)Cc1ccccc1-2
26	CC(=O)c1cc2c(cc1NC(=O)c1ccc(C)cc1)OCO2
27	CCCCC1NC(=S)N(C2CCCCC2)C1=O (stereo not drawn)
28	CCOc1ccc(NC(=S)N/N=C(\C)Cc2ccc(OC)cc2)cc1
29	O=C(Nc1nc(-c2ccccn2)cs1)C1CC(=O)N(c2ccc3c(c2)OCCO3)C1 (stereo not drawn)
30	Cc1cccc(-c2cc3c(N=O)c4ccccc4c-3n[nH]2)c1
31	COC(=O)[C@@]1(Cc2ccc(OC)cc2)[C@@H]2[C@@H](CC(=O)[C@H]2CC(=O)C(=O)N2CCCC2)CN1C(=O)c1ccccc1
32	O=C(NCC1COc2ccccc2O1)C1CCCN(S(=O)(=O)c2cccc3nsnc23)C1 (stereo not drawn)
Assay by compound	21	22	23	24	25	26	27	28	29	30	31	32
TRb SRC2 PPI	5%	-4%	6%	-2%	-8%[53 µM]	-6%	1%	-3%	-7%[53 µM]	-5%	4%	-7%
Lamin A splicing	?	-1%	.	.	7%	-7%	3%	-19%	-3%	.	.	9%[0.0737 µM]
ALDH1A1 inh	8%	7%	?	.	-6%	?	?	-3%	?	18%	-9%	0%
KDM4E inh	-4%	9%	-3%	-2%	1%	6%	-5%	-6%	-6%	-4%	-5%	2%
GoLoco inh red	4%	2%	18%	2%	7%	-2%	11%	-9%	30%[activator]	4%	7%	7%
SMN2 splice up	-100%[inhibitor]	-11%	.	.	-3%	.	-1%	-40%[inhibitor]	-55%[inhibitor]	3.2µM*	-3%	-22%
RECQ1 inh	-1%	i	i	i	i	-3%	i	-1%	-14%	15%	-14%	i
TexasRed fluor	-1%	-5%	-6%	1%	-1%[53 µM]	-6%	-3%	0%	-2%[53 µM]	-3%	-1%	2%

33	N/C(=N\OC(=O)CCCOc1ccccc1)c1cccc([N+](=O)[O-])c1
34	COc1ccc(NC(=S)NNC(=O)C(C)n2nc(C)c([N+](=O)[O-])c2C)cc1 (stereo not drawn)
35	Cc1ccc(Oc2ncccc2/C=N/O)cc1
36	N#CC1=C(S)N=C(N)C(c2nc(-c3ccccc3)cs2)C12CCCC2 (stereo not drawn)
37	O=C(/C=C/Nc1ccc(F)cc1Br)c1ccccc1
38	O=C(Cn1cnc2c(nnn2-c2ccccc2)c1=O)NCC1CCCO1 (stereo not drawn)
39	CCN(CC)S(=O)(=O)c1ccc(C(=O)NC2=C(C(=O)OC)SCC2)cc1
40	S=c1[nH]nc(-c2cc(-c3ccccc3)n[nH]2)n1/N=C/c1ccc(Cl)cc1
Assay by compound	33	34	35	36	37	38	39	40
TRb SRC2 PPI	-9%	-12%	4%	-19%	5%	-6%	-9%	-4%
Lamin A splicing	7%[46 µM]	-4%	-5%	-11%	10%	-11%	1%	.
ALDH1A1 inh	-1%	-8%	3%	7%	2%	1%	?	0%
KDM4E inh	3%	6%	10%	-5%	-14%	3%	-2%	-28%
GoLoco inh red	6%	4%	-11%	28%	-19%	-27%	-8%	8%
SMN2 splice up	13%	-6%	-15%	-5%	-45%[inhibitor]	20%	-16%	.
RECQ1 inh	i	-9%	-12%	9%	-29%	i	-3%	-15%
TexasRed fluor	-6%	-4%	1%	0%	1%	-6%	1%	-2%

41	COc1ccc(C2CC(c3ccccc3)Nc3nc(NC(=O)c4cccs4)nn32)cc1 (stereo not drawn)
42	CC(C)(C)c1cc(C(=O)O)n(Cc2ccc(Cl)cc2Cl)n1
43	Cc1cc(C)cc(NC(=O)COC(=O)CCc2ccc(S(=O)(=O)N3CCOCC3)cc2)c1
44	CNc1nc(Sc2ccc(C)cc2)cc(C(F)(F)F)n1
45	CC(NS(=O)(=O)c1ccc2c(c1)OCCO2)c1ccccc1 (stereo not drawn)
46	Cc1ccc(/C=N/NC(=O)CSc2nc3ccccc3s2)o1
47	CCOC(=O)c1sc(=S)n(-c2ccccc2)c1NC(C)=O
48	COc1ccc(C2CC(=O)c3c([nH]c(C(=O)OC(C)C)c3C)C2)cc1OC (stereo not drawn)
Assay by compound	41	42	43	44	45	46	47	48
TRb SRC2 PPI	0%	-3%	11%	3%	-4%	2%	-2%	1%
Lamin A splicing	-8%	.	3%[46 µM]	25%	.	-1%	.	?
ALDH1A1 inh	?	.	?	-10%	?	11µM*	.	5%
KDM4E inh	?	4%	9%	-17%	5%	-4%	2%	-1%
GoLoco inh red	9%	7%	3%	6%	-98%	-5%	4%	-4%
SMN2 splice up	14%	.	15%	-10%	-4%	-22%	.	-39%
RECQ1 inh	0%	-1%	0%	-10%	6%	-1%	5%	-15%
TexasRed fluor	-3%	-5%	-1%	0%	-1%	-6%	-2%	-6%

High-throughput results as filed in PubChem.

A portion of the library, so the mix of outcomes need not match the whole.
